Source: PubChem BioAssay
MKP-3 inhibition: MKP-3 phosphatase inhibitors, primary screen, biochemical, rat enzyme, in vitro (AID 425). inhibition, % at 20 µM; hits with a dose series show IC50 in µM. actives 0.17% (n = 110,000). recombinant MKP-3 phosphatase activity, fluorescence; higher % means a stronger effect; in the data active = inhibition above about 50%;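 note: plate controls were vehicle for no effect and reference inhibitor for full effect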
Hsp70 displacement: Hsp70 inhibitors, probe displacement, primary screen, biochemical, fluorescence polarization (AID 583); one-dose displacement, % at 20 µM; IC50 in µM for titrated hits; actives 0.06% (n = 140,000); Hsp70 fluorescence polarization probe displacement, mP; higher % means a stronger effect; Heat shock 70 kDa protein 1A (Homo sapiens); in the data active = displacement above about 50%;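 note: plate controls were vehicle for no effect and reference ligand for full effect; a part of the inactive calls stands beside numbers as strong as those of hits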
* marks the source's active call; other numbers are inactive results; . = no result given; & = joins results of further samples. A portion of the library; count on the stated rates, not on these rows.

SMILES | MKP-3 inhibition | Hsp70 displacement
COc1cc(C(=O)N(CCc2ccccc2)C2CC3CCC(C2)N3C)cc(OC)c1OC (stereo not drawn) | -4% | 1.2%
CCOc1ccc(NC(=O)C2CSC(c3ccncc3)=N2)cc1 (stereo not drawn) | 0% | -1.0%
COCCN1C(=O)/C(=C\c2cccc(Cl)c2)C(C(=O)OC)=C1C | 2% | 5.8%
CC(CCCC(C)(C)O)NCCO (stereo not drawn) | -5% | -2.1%
CCS(=O)(=O)N1CCC(NC(=O)c2cc(OC)cc(OC)c2)CC1 | . | 4.1%
C/C(N)=C(/C#N)C(=O)COc1ncnc2ccccc12 | 2% | -3.3%
CCC(C)(C)n1nnnc1C(c1ccc(Cl)cc1)N1CCN(C)CC1 (stereo not drawn) | 6% | -1.6%
O=c1[nH]c2cnccc2n1-c1ccccc1 | -8% | 3.3%
CCCC(=O)NCCc1cc2ccc(C)c(C)c2[nH]c1=O | 3% | -0.8%
CCOC(=O)c1ccc(NC(=O)CSc2nnc(C3CCCCC3)n2C)cc1 | . | -6.8%
CCCOCCOC(=O)C1=C(C)NC(=O)NC1c1cc(Cl)c(O)c(OC)c1 (stereo not drawn) | -12% | -1.0%
CC(C)=C(NC(=O)c1ccco1)C(=O)NCCc1nc2ccccc2[nH]1 | -13% | -6.4%
CSc1nc(-c2ccccc2)c(C#N)c(=O)n1C | 2% | -3.8%
O=C(O)CCCN1C(=O)NC2NC(=O)NC21 (stereo not drawn) | -3% | -8.6%
COc1ccc(C(=O)N2CCN(C(=O)c3ccccc3F)CC2)cc1 | 2% | -4.8%
COc1cccc(-n2cnc3cccc(N)c32)c1 | -6%&0% | 2.8%&-0.1%
O=C(c1ccc2snnc2c1)N1CCOCC1 | -2% | 1.4%
COc1ccc(NC(=O)CSC2CC(=O)N(c3ccc4c(c3)OCCO4)C2=O)cc1 (stereo not drawn) | 1% | 6.0%
N#CC1=C(N)N(c2ccccc2)C2=C(C(=O)CCC2)C1c1ccccc1 (stereo not drawn) | . | -3.9%
O=C(CN1CCOCC1)Nc1nc2ccc(Br)cc2s1 | . | 6.4%

Six entries already listed, sorted by their value in Hsp70 displacement, high to low.
SMILES | MKP-3 inhibition | Hsp70 displacement
O=C(CN1CCOCC1)Nc1nc2ccc(Br)cc2s1 | . | 6.4%
COc1ccc(NC(=O)CSC2CC(=O)N(c3ccc4c(c3)OCCO4)C2=O)cc1 (stereo not drawn) | 1% | 6.0%
O=c1[nH]c2cnccc2n1-c1ccccc1 | -8% | 3.3%
CCCOCCOC(=O)C1=C(C)NC(=O)NC1c1cc(Cl)c(O)c(OC)c1 (stereo not drawn) | -12% | -1.0%
COc1ccc(C(=O)N2CCN(C(=O)c3ccccc3F)CC2)cc1 | 2% | -4.8%
O=C(O)CCCN1C(=O)NC2NC(=O)NC21 (stereo not drawn) | -3% | -8.6%

The main list resumes, starting 4 compounds before the break.
SMILES | MKP-3 inhibition | Hsp70 displacement
O=C(c1ccc2snnc2c1)N1CCOCC1 | -2% | 1.4%
COc1ccc(NC(=O)CSC2CC(=O)N(c3ccc4c(c3)OCCO4)C2=O)cc1 (stereo not drawn) | 1% | 6.0%
N#CC1=C(N)N(c2ccccc2)C2=C(C(=O)CCC2)C1c1ccccc1 (stereo not drawn) | . | -3.9%
O=C(CN1CCOCC1)Nc1nc2ccc(Br)cc2s1 | . | 6.4%
CCOC(=O)C1=CN(c2ccc(F)cc2)C=C(C(=O)OCC)C1c1cc(OC)c(OC)c(OC)c1 | 0% | 2.3%
Cc1cc(NC(=O)c2cccc(F)c2)ccc1NC(=O)c1ccccc1 | 4% | 0.2%
COc1ccc(CC(=O)N(c2ccccc2)c2ccccc2)cc1OC | 0% | 3.8%
Cc1ccccc1Nc1ccc([N+](=O)[O-])c2nonc12 | 5% | -22%
CCSc1nc2c(c(=O)n1-c1ccc(F)cc1)SCC2 | . | -1.1%
CCOc1ccc(S(=O)(=O)N(CC(=O)Nc2cccc(C(C)=O)c2)c2ccc(C)cc2)cc1 | 1% | 0.8%
c1ccc2[nH]c(CSc3nnc(-c4ccncc4)o3)nc2c1 | -6% | -2.1%
CCN1CCN(c2nc3c(C)cccn3c(=O)c2/C=C(\C#N)S(=O)(=O)c2ccccc2)CC1 | -6% | 8.8%
O=C1C(=Cc2ccc(-c3ccccc3[N+](=O)[O-])o2)C(=O)c2ccccc21 | -2% | 4.2%
COCCn1c(SC)nnc1-c1c[nH]c2ccccc12 | 2% | -2.4%
COc1cc(C(=O)Nc2c(-c3ccccn3)c(=O)c3ccccc3n2C)cc(OC)c1OC | -5% | 0.8%
CC(=O)OC(C(=O)NC1CCCCC1)c1ccc(C#N)cc1 (stereo not drawn) | -5% | 5.3%
CCOc1cc2[nH]c(=O)n(CCCC(=O)NCc3ccco3)c(=O)c2cc1OCC | -9% | -1.1%
CC1=CC(C)(C)N(C(=O)CSc2ncn[nH]2)c2ccc(C)cc21 | . | 3.1%
S=c1[nH]nc(-c2ccc(Cl)cc2)n1CC1CCCO1 (stereo not drawn) | . | -6.4%
O=C(CSc1ccccn1)N1c2ccccc2Sc2ccccc21 | -3% | 8.4%
Cn1c(=O)c2nc(-c3ccc(Cl)cc3Cl)oc2c2ccccc21 | 0% | 3.5%
Cc1nc(C)c(C(=O)Nc2ccc(Oc3ccccc3)cc2)o1 | -6% | 5.0%
Cc1ccc(C(=O)Nc2nc(=O)n(C(=O)c3ccccc3C)s2)cc1 | . | 0.0%
COc1ccc(OCC(=O)Nc2cccc(NC(=O)COc3ccc(OC)cc3)n2)cc1 | -6% | 0.9%
OCCN(CCO)CC(O)COc1ccc2c(c1)OCO2 (stereo not drawn) | . | -2.5%
COc1ccc(N2C(=O)CC(Sc3nnc(-c4ccccc4)o3)C2=O)cc1 (stereo not drawn) | -1% | -2.9%
Nc1c(C(=O)NCC2CCCO2)sc(=S)n1-c1ccccc1 (stereo not drawn) | -7% | 3.9%
COc1cccc(N2CCN(C(=O)c3ccc(=O)oc3)CC2C)c1 (stereo not drawn) | 5% | 1.1%
O=C1CC(c2ccc(Cl)cc2)CC2=C1C(c1cc3c(cc1Cl)OCO3)Nc1ccccc1N2 (stereo not drawn) | -1% | 0.4%
CC(NC(=O)c1noc2c1CCCCC2)c1ccccc1 (stereo not drawn) | -14% | 0.2%
O=C1C2C3c4ccccc4C(c4ccccc43)C2C(=O)N1Cc1ccco1 (stereo not drawn) | 0%&2% | -1.6%&-1.6%
CC1CC(=O)C2=C(C1)Nc1ncnn1C2c1ccccc1 (stereo not drawn) | 5% | -1.5%
Cc1cc(C(=O)Nc2c(F)cc(F)cc2Br)c(C)o1 | -6% | -1.3%
Cc1ccc(S(=O)(=O)N(C)CCCC(=O)Nc2ccncc2)cc1 | 1% | 3.8%
COC(=O)C1=C(C)NC(=O)CC1c1ccc(C(=O)OC)cc1 (stereo not drawn) | -16% | 0.5%
Cc1ccc(C2CC(c3ccccc3OC(F)F)Nc3ncnn32)cc1 (stereo not drawn) | 11% | 1.2%
CC(=O)N1CCc2cc(NC(=O)c3ccc(C)cc3)ccc21 | -6% | 2.0%
Cc1nc(CC(=O)O)c(-c2ccccc2)s1 | -5% | 3.5%
CCOc1cc(OCC)cc(C(=O)Nc2ccc(O)c(-c3nc4cc(C)c(C)cc4o3)c2)c1 | -8% | 0.4%
O=C1C(Nc2ccc(Cl)cc2)=C(N2CCCCC2)C(=O)c2ccccc21 | 55%* | -4.3%
Cc1n[nH]c(C)c1CCc1nc2c3ccccc3nc(SCC(N)=O)n2n1 | -5% | 3.9%
CC(=O)c1cccc(NC(=O)NCc2ccco2)c1 | -2% | -1.9%
COc1ccccc1CNC(=O)CSc1nc(-c2ccccc2)cn1N | -7% | 7.6%
COc1ccccc1-c1noc(-c2cc(OC)c(OC)c(OC)c2)n1 | 8% | 0.3%
O=S(=O)(Nc1ncn[nH]1)c1ccc2ccccc2c1 | 3% | 0.5%
CN1CCc2c(c3c(n2C)CCN(C)C3c2ccc(F)cc2)C1c1ccc(F)cc1 (stereo not drawn) | . | 0.3%
Cc1cc(C)c(NC2=NCC(=O)N2C2CCCCC2)c(C)c1 | -8% | 2.8%
O=C1NC(=O)C(Nc2cccc3ccccc23)S1 (stereo not drawn) | . | 3.5%
CN(C(=O)c1ccncc1)c1nnc(-c2ccccn2)s1 | -14% | -6.3%
CCc1ccccc1NC(=O)CSc1nnc(-c2ccco2)n1N | 3% | 2.2%
CC(C)C(=O)NC(c1ccco1)c1ccc2cccnc2c1O (stereo not drawn) | -19% | -0.8%
O=C(CN1C(=O)c2ccccc2S1(=O)=O)Nc1ccc(S(=O)(=O)N2CCCC2)cc1 | -16% | 9.7%
CCOc1ccc(CN2CCN(C(=O)c3ccccc3OC)CC2)cc1 | 1% | 0.6%
C=CCN1C(=O)/C(=C\c2ccc(Br)cc2)C(=O)NC1=S | 4% | 0.2%
Cc1ccc(C(C(=O)NC2CCCCC2)N(CC2CCCO2)C(=O)CNC(=O)c2ccco2)cc1 (stereo not drawn) | -14% | -4.0%
O=C(Oc1ccccc1)c1cccc2cccnc12 | -2% | 6.1%
CCc1cc2c(C)cc(=O)oc2cc1O | 2% | 3.2%
CS(=O)(=O)N1CCN(c2ccccc2NC(=O)c2cccc3ccccc23)CC1 | . | 3.8%
CC1CCCCC1NC(=O)COn1nnc2ccc(Cl)cc21 (stereo not drawn) | . | 0.8%
CC1(C)CC(=O)c2sc(NC(=O)c3ccccc3Cl)nc2C1 | 2% | 4.6%
COC(=O)Nc1sc2c(c1C(=O)NC1CC1)CCCCCC2 | . | -1.7%
O=C(COc1ccccc1[N+](=O)[O-])N=Nc1c(O)[nH]c2ccc(Br)cc12 | 8% | 0.6%
c1ccc(-n2nnnc2NCCc2c[nH]c3ccccc23)cc1 | 4% | 6.5%
CC(=O)N1CCc2cc(S(=O)(=O)NCCC(=O)Nc3ccc4c(c3)OCCO4)ccc21 | -4% | 0.2%

Next part, starting with the last two of the part before.
SMILES | MKP-3 inhibition | Hsp70 displacement
c1ccc(-n2nnnc2NCCc2c[nH]c3ccccc23)cc1 | 4% | 6.5%
CC(=O)N1CCc2cc(S(=O)(=O)NCCC(=O)Nc3ccc4c(c3)OCCO4)ccc21 | -4% | 0.2%
O=C(Cn1cnc2c(cnn2-c2ccc(Cl)cc2)c1=O)NCCc1ccccc1 | 12% | 0.3%
CCn1c(=S)ccc2ccc(OC)cc21 | -1% | -4.6%
C/C(=C\C(=O)OCCOC(=O)/C=C(\C)NC1CC(C)(C)NC(C)(C)C1)NC1CC(C)(C)NC(C)(C)C1 | -3% | -0.7%
CC(NC(=O)CN(c1ccc(F)cc1)S(=O)(=O)c1ccccc1)c1ccccc1 (stereo not drawn) | -2% | -3.9%
O=C(Nn1c(Cc2cccs2)nc2ccccc2c1=O)c1ccc(F)c(F)c1 | . | 9.6%
CCOC(=O)CCCSc1nc2sc3c(c2c(=O)n1-c1ccccc1)CCCC3 | 0% | 1.1%
COc1ccccc1-c1ccc(C(=O)O)o1 | 4% | 0.4%
Cc1cc2c(s1)c1cnn(CC(=O)NCCc3ccccc3)c(=O)c1n2C | 7% | 10%
O=c1c2cc3c(=O)n(-c4ccc(S)cc4)c(=O)c3cc2c(=O)n1-c1ccc(S)cc1 | -5% | 8.8%
COc1ccc(-c2nnc(NC(=O)c3ccc(Cl)cc3Cl)s2)cc1 | 0% | 0.9%
CCOc1ccccc1N1CCN(S(=O)(=O)CC)CC1 | -5% | -2.4%
CC(=O)c1cc(F)c(N2CCCCCC2)cc1C | . | 2.9%
CCc1ccc(C2Nc3ccccc3NC3=C2C(=O)CC(c2ccc(OC)cc2)C3)s1 (stereo not drawn) | 1% | 3.3%
Cc1c(NC(=O)CSc2nnc3sc4ccccc4n23)c(=O)n(-c2ccccc2)n1C | 0% | 4.6%
Cn1c(=O)n(C)c(=O)n(CC(=O)N2CCCCC2)c1=O | -6% | 2.7%
c1ccc(-c2nnc3sc(-c4csc5c4CCCC5)nn23)cc1 | 7% | -1.4%
N#CC(C#N)=C1CCc2ccccc2N1 | . | -4.0%
CCc1nn(CC(=O)O)c(=O)c2ccccc12 | 0% | 1.4%
Cc1cc(-c2ccccc2)sc1/C(O)=C/c1nc2ccccc2[nH]c1=O | 3% | -10%
COc1cc(C2Nc3ccc4ncccc4c3C3=C2C(=O)CCC3)ccc1O (stereo not drawn) | 2% | 9.1%

MKP-3 inhibition, entries above that show a hit
SMILES | MKP-3 inhibition | Hsp70 displacement
O=C1C(Nc2ccc(Cl)cc2)=C(N2CCCCC2)C(=O)c2ccccc21 | 55%* | -4.3%

(more compounds)
SMILES | MKP-3 inhibition | Hsp70 displacement
O=C(Oc1ccc(-c2nc(-c3ccccn3)no2)cc1)c1ccccc1 | -2% | .
COc1ccccc1NC(=O)CSc1nc2n[nH]c(C)c2c(=N)n1-c1ccccc1Cl | . | -8.9%
CC(=O)N1CCCc2cc(S(=O)(=O)NC(C(=O)NC(C)c3ccccc3)C(C)C)ccc21 (stereo not drawn) | -3% | 3.1%
CCC(C)N1C(=O)C2C(C(=O)Nc3cccc(OC)c3)C3C=CC2(O3)C1C(=O)NC1CCCCC1C (stereo not drawn) | -13% | 1.6%
Cc1occc1C(=O)NCc1ccc(C(=O)O)o1 | . | 4.7%
CNC(=O)c1sccc1SCc1ccc(Cl)cc1Cl | . | 2.8%
COc1ccccc1N1CCN(C(=O)Cc2ccc(Cl)cc2)CC1 | 4% | 1.9%
Cc1ccc2oc3c(c(=O)c2c1)C(c1cccc(Br)c1)N(Cc1ccco1)C3=O (stereo not drawn) | -6% | 2.0%
CC1=NNC(=O)C1CC(=O)N/N=C/c1cccc(O)c1 (stereo not drawn) | 4% | 3.2%
